Assay outcomes from PubChem BioAssay.
TRPC4 PAM: positive allosteric modulators of TRPC4, primary screen, cell-based, mouse TRPC4beta, HEK293 mu-opioid, Fluo-4 calcium. Short transient receptor potential channel 4 (Mus musculus), Q9QUQ5. DAMGO EC20, Fluo-4 Ca2+ flux; stronger effect = higher value. B-score at 10 µM. 0.42% of 310,000 active;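 active means B-score of calcium response area above 5 SD of library B-scores, with initial fluorescence ratio within 5 SD of library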;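 further: B-score of integrated fluorescence ratio over time as area under calcium response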
PolyA inh: polyadenylation inhibitors in yeast reporter cells, primary screen, luminescence, S. cerevisiae; AID 1875, 2009; S. cerevisiae SKY197-pL101 polyadenylation reporter, beta-gal luminescence; efflux-impaired pdr1/pdr3 knockout yeast; score 100 = 6 SD above DMSO; 0.02% of 300,000 active; calls only at 12 µM;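 active means lowest replicate activity score at least 50, where 100 means six control SD above control mean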;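 further: yeast exposed to compound for 9 h at 30 °C; higher score means more reporter readthrough which indicates perturbed polyadenylation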
KCNK3 inh: human KCNK3 channel inhibitors, primary screen, CHO cells, FluxOR thallium flux, B-score; Potassium channel subfamily K member 3 (Homo sapiens), O14649; FluxOR fluorescence; stronger effect = lower value; 0.84% of 340,000 active; B-score at 10 µM;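 active means B-score under library mean minus 4 SD, starting fluorescence ratio at most library mean plus 5 SD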;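 further: more negative B-score means stronger inhibition of thallium flux through KCNK3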
Dyrk1A ADPGlo: rat Dyrk1A kinase inhibitors, primary screen, biochemical, single point, plate reader; Dual specificity tyrosine-phosphorylation-regulated kinase 1A (Rattus norvegicus), Q63470; ADP-Glo luminescence, NFATc1 peptide; inhibition, % at 12.5 µM; 0.43% of 310,000 active; AID 504441, 2011; in the data active means inhibition above about 50%;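 further: plate controls were vehicle with enzyme for no effect and no enzyme for full effect; many of its hits are not listed in these tables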
TRPC4 agonist: activators of mouse TRPC4 channel, primary screen, Fluo4 calcium, HEK293 TRPC4beta/mu-opioid cells. Fluo4 calcium fluorescence; stronger effect = higher value. B-score at 10 µM. 0.49% of 310,000 active. AID 2237, 2010;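 active means B-score above 5 SD of library B-scores, and initial fluorescence ratio not above library mean plus 5 SD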;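 further: positive B-score marks a calcium rise read as TRPC4 activation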
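Material: HEK293 stable line with TRPC4beta plus mu-opioid receptor; technique: Fluo4 calcium-sensitive dye fluorescence, kinetic, 1 Hz baseline; timing: Fluo4 dye loading 45 min at room temperature, 110 s recording; controls: assay buffer as low control, maximal DAMGO as high control; read-out: integrated baseline-normalised fluorescence ratio, converted to per-well B score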
hERG protect: hERG rescue from dofetilide block, primary screen, cell-based, CHO-hERG, FluxOR thallium flux, dofetilide IC70. Voltage-gated inwardly rectifying potassium channel KCNH2 (Homo sapiens), Q12809. dofetilide IC70 present. activation (rescue from dofetilide block), less the hit threshold, % at 10 µM. 0.51% of 310,000 active;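 active means activation above the mean of controls blocked by dofetilide plus 5 SD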;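 further: thallium influx through hERG after potassium depolarization seen as dye fluorescence rise; in these data hits start at about 4.7%; inactives centre near -7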
Target sequence (Q12809 whole entry, looked up): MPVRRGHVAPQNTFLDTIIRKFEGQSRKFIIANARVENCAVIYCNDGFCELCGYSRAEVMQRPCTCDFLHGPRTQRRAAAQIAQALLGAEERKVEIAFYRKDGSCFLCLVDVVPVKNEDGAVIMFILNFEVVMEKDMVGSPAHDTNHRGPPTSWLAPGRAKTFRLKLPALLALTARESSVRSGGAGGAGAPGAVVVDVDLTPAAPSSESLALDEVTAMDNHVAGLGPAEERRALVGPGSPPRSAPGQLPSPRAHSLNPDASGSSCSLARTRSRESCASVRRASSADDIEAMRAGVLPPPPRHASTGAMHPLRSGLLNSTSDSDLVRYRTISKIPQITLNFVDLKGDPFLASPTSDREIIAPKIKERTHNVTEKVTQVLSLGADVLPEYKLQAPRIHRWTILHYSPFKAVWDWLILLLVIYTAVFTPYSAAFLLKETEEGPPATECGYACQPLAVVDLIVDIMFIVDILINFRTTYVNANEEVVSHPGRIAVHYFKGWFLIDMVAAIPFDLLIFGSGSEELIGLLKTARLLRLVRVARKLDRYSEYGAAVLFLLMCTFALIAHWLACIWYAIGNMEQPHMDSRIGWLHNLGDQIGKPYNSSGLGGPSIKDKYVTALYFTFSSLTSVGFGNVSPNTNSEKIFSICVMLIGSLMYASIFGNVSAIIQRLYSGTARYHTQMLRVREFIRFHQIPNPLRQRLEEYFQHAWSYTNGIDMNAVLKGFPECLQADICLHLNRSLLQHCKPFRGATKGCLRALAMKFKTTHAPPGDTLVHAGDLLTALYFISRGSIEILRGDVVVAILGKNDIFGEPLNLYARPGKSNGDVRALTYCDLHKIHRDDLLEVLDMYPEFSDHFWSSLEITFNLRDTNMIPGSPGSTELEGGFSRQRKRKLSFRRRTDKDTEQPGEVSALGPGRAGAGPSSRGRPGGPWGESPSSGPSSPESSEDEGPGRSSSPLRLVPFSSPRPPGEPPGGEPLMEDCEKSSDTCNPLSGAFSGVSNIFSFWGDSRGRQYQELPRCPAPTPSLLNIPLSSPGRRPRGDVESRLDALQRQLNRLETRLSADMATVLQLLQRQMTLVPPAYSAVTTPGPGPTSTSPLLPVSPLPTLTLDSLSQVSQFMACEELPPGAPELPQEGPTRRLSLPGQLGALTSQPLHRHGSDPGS
KCNK9 block: KCNK9 potassium channel inhibitors, primary screen, HEK293 cells, thallium flux; 1.2% of 310,000 active; B-score at 10 µM; FluxOR thallium flux fluorescence; stronger effect = lower value; Potassium channel subfamily K member 9 (Homo sapiens), Q9NPC2; AID 488922, 2010;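 active means ratio B-score over 3 SD below the library mean, with starting fluorescence within 5 SD of its mean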;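 further: negative B-score means less thallium flux so channel inhibition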
Platelet DG rel: inhibitors of platelet dense granule secretion, primary screen, cell-based, MLPCN, human platelets. 0.22% of 300,000 active. inhibition, %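 (compounds screened at 7.5 µM in platelet-rich plasma)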. AID 1663, 2009. human platelet-rich plasma, SFLLRN dense granule ATP release, luminescence;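 active means mean replicate score, as percent of positive control, at or above 50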
KCNQ1 pot: potentiators or activators of KCNQ1 channel, primary screen, cell-based, thallium flux, high-throughput | CHO-K1 KCNQ1, thallium flux FluxOR fluorescence; stronger effect = higher value | B-score at 10 µM | 0.35% of 310,000 active | AID 2648, 2010;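 active means fluorescence ratio B-score, a plate-corrected score, at least three library SD, with initial intensity B-score within 5 SD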
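Material: CHO-K1 cells stably expressing KCNQ1. Medium: assay buffer for compound exposure, DMSO matched across wells. Reagent: K+/Tl+ depolarizing stimulus. Compound dosing: single-concentration screen. Times: 37 °C overnight plating, 90-min dark dye load, 20-min compound pretreatment. Technique: FluxOR Tl+ flux fluorescence.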
KCNQ1 inh: inhibitors of human KCNQ1 channel, primary screen, cell-based, thallium flux, high-throughput; Potassium voltage-gated channel subfamily KQT member 1 (Homo sapiens), P51787; CHO-K1 KCNQ1, FluxOR thallium flux fluorescence; stronger effect = higher value; B-score at 10 µM; 1.3% of 310,000 active;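 active means compounds whose thallium flux B-score, printed positive for inhibition, exceeds three library SD while starting fluorescence stays within three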;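 further: channel opened by potassium depolarization with thallium stimulus after 20 min compound exposure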
TRPC4 inh: inhibitors of mouse TRPC4 channel, primary screen, Fluo4 calcium, HEK293 TRPC4beta/mu-opioid cells; AID 2247, 2010; Short transient receptor potential channel 4 (Mus musculus), Q9QUQ5; DAMGO-evoked Fluo4 calcium flux; stronger effect = lower value; 0.39% of 300,000 active; B-score at 10 µM;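 active means B-score over 3 SD under the library average, no early fluorescence shift, positive overall ratio signal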
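Assay system: HEK293 cells with stable TRPC4beta plus mu-opioid receptor expression. Dosing: single dose. Measured by: Fluo4 Ca2+ flux fluorescence. Also added: DAMGO in two steps, submaximal then maximal. Read-out: B score from integrated Fluo4 fluorescence ratio.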
Active calls of the source: *.

Screening Cn1c(=O)[nH]c(=O)c2c1nc(Sc1nc3ccccc3s1)n2Cc1ccccc1 returned TRPC4 PAM inactive, PolyA inh inactive, KCNK3 inh inactive, Dyrk1A ADPGlo 5.8, TRPC4 agonist inactive, hERG protect -5.5, KCNK9 block inactive, Platelet DG rel -16.6, KCNQ1 pot inactive, KCNQ1 inh inactive and TRPC4 inh inactive.
Screening CCOc1ccccc1Nc1nc2ccccc2n2cnnc12 returned TRPC4 PAM inactive, PolyA inh inactive, KCNK3 inh inactive, Dyrk1A ADPGlo 3.3, TRPC4 agonist inactive, hERG protect -4.1, KCNK9 block inactive, Platelet DG rel -19.7, KCNQ1 pot inactive, KCNQ1 inh inactive and TRPC4 inh inactive.
Screening COc1ccc(NC(=O)N2CCN(c3cccc(C(F)(F)F)c3)CC2)cc1 returned TRPC4 PAM inactive, PolyA inh inactive, KCNK3 inh inactive, Dyrk1A ADPGlo 3.6, TRPC4 agonist inactive, hERG protect -7.8, KCNK9 block inactive, Platelet DG rel -5.3, KCNQ1 pot inactive, KCNQ1 inh inactive and TRPC4 inh inactive.
`COc1cc2c(cc1OC)C(c1ccccc1F)OC(=O)C2` (stereo unspecified) gave TRPC4 PAM inactive, PolyA inh inactive, KCNK3 inh inactive, Dyrk1A ADPGlo -1.5, TRPC4 agonist inactive, hERG protect -8.3, KCNK9 block inactive, Platelet DG rel 11.1, KCNQ1 pot inactive, KCNQ1 inh inactive and TRPC4 inh inactive.
`O=C(Nc1c(C(=O)C2CC2)oc2ccccc12)c1ccc(Cl)cc1` gave TRPC4 PAM inactive, PolyA inh inactive, KCNK3 inh inactive, Dyrk1A ADPGlo 7.4, TRPC4 agonist inactive, hERG protect -15.5, KCNK9 block inactive, Platelet DG rel 13.6, KCNQ1 pot inactive, KCNQ1 inh inactive and TRPC4 inh inactive.
`O/N=C/c1ccnc(SCc2ccc(Cl)cc2)n1` gave TRPC4 PAM inactive, PolyA inh inactive, KCNK3 inh inactive, TRPC4 agonist inactive, hERG protect -4.1, KCNK9 block inactive, KCNQ1 pot inactive, KCNQ1 inh inactive and TRPC4 inh inactive.
Screening CCn1cnc2cc(NCc3nc4ccccc4n3C)ccc21 returned TRPC4 PAM inactive, PolyA inh inactive, KCNK3 inh inactive, Dyrk1A ADPGlo 5.1, TRPC4 agonist inactive, hERG protect -2.9, KCNK9 block inactive, Platelet DG rel 45.6, KCNQ1 pot inactive, KCNQ1 inh inactive and TRPC4 inh inactive.
For Cc1onc(-c2ccccc2Cl)c1C(=O)Nc1ccc(OCC(=O)N2CCOCC2)cc1 the results were TRPC4 PAM inactive, PolyA inh inactive, KCNK3 inh inactive, Dyrk1A ADPGlo 1.2, TRPC4 agonist inactive, hERG protect -14.9, KCNK9 block inactive, Platelet DG rel -1.0, KCNQ1 pot inactive, KCNQ1 inh inactive and TRPC4 inh inactive.
CC(C)(C)OC(=O)N1CCC[C@H]1C(=O)Nc1ccc(C#N)cc1 was read as TRPC4 PAM inactive, PolyA inh inactive, KCNK3 inh inactive, Dyrk1A ADPGlo 4.5, TRPC4 agonist inactive, hERG protect -3.5, KCNK9 block inactive, KCNQ1 pot inactive, KCNQ1 inh inactive and TRPC4 inh inactive.
`COc1cccc(/C=N/NC(=O)c2cc3c(OC)cccc3[nH]2)c1O` gave TRPC4 PAM inactive, PolyA inh inactive, KCNK3 inh inactive, Dyrk1A ADPGlo -3.3, TRPC4 agonist inactive, hERG protect -5.9, KCNK9 block inactive, Platelet DG rel 1.4, KCNQ1 pot inactive, KCNQ1 inh inactive and TRPC4 inh inactive.
Screening COCCN(C(=O)COC(=O)C1COc2ccccc2O1)c1c(N)n(Cc2ccccc2)c(=O)[nH]c1=O (stereo unspecified) returned TRPC4 PAM inactive, PolyA inh inactive, KCNK3 inh inactive, Dyrk1A ADPGlo -11.0, TRPC4 agonist inactive, hERG protect -19.5, KCNK9 block inactive, Platelet DG rel -1.2, KCNQ1 pot inactive, KCNQ1 inh inactive and TRPC4 inh inactive.
COC(=O)CCN(C(=O)c1ccc2c(c1)OCO2)c1ccccn1 was read as TRPC4 PAM inactive, PolyA inh inactive, KCNK3 inh inactive, Dyrk1A ADPGlo -5.7, TRPC4 agonist inactive, hERG protect -7.9, KCNK9 block inactive, Platelet DG rel 1.7, KCNQ1 pot inactive, KCNQ1 inh inactive and TRPC4 inh inactive.
`COc1ccc(CNC(=O)CN(C)S(=O)(=O)c2ccc(Br)s2)cc1` gave TRPC4 PAM inactive, PolyA inh inactive, KCNK3 inh inactive, Dyrk1A ADPGlo -2.2, TRPC4 agonist inactive, hERG protect -7.8, KCNK9 block inactive, Platelet DG rel 1.0, KCNQ1 pot inactive, KCNQ1 inh inactive and TRPC4 inh inactive.
`COC(=O)CP(=O)(c1ccccc1)c1ccccc1` gave TRPC4 PAM inactive, PolyA inh inactive, KCNK3 inh inactive, Dyrk1A ADPGlo -4.3, TRPC4 agonist inactive, hERG protect -6.5, KCNK9 block inactive, Platelet DG rel -1.2, KCNQ1 pot inactive, KCNQ1 inh inactive and TRPC4 inh inactive.
For CCOc1c(Br)cc(C2NS(=O)(=O)N=C3CCCCCN32)cc1OC (stereo unspecified) the results were TRPC4 PAM inactive, PolyA inh inactive, KCNK3 inh inactive, Dyrk1A ADPGlo -5.6, TRPC4 agonist inactive, hERG protect -3.4, KCNK9 block inactive, Platelet DG rel -1.9, KCNQ1 pot inactive, KCNQ1 inh inactive and TRPC4 inh inactive.
Cc1ccccc1Nc1nc(Nc2ccccc2C)nc(SC2=NCCS2)n1 was read as TRPC4 PAM inactive, PolyA inh inactive, KCNK3 inh -12.9*, TRPC4 agonist inactive, hERG protect -6.1, KCNK9 block -9.89*, Platelet DG rel -1.5, KCNQ1 pot inactive, KCNQ1 inh inactive and TRPC4 inh inactive.
Screening C=CCNC(=O)/C(=C/c1ccco1)NC(=O)c1ccc(Br)o1 returned TRPC4 PAM inactive, PolyA inh inactive, KCNK3 inh inactive, Dyrk1A ADPGlo 1.1, TRPC4 agonist inactive, hERG protect -1.4, KCNK9 block inactive, KCNQ1 pot inactive, KCNQ1 inh inactive and TRPC4 inh inactive.
`CC1(CCc2ccccc2)NC(=O)N(CC(=O)Nc2ccccc2)C1=O` (stereo unspecified) gave TRPC4 PAM inactive, PolyA inh inactive, KCNK3 inh inactive, Dyrk1A ADPGlo 5.7, TRPC4 agonist inactive, hERG protect -6.6, KCNK9 block inactive, Platelet DG rel -0.9, KCNQ1 pot inactive, KCNQ1 inh inactive and TRPC4 inh inactive.
`CCC(C)N(C(=O)CSc1nnc(NC(C)C)s1)C1CCS(=O)(=O)C1` (stereo unspecified) gave TRPC4 PAM inactive, PolyA inh inactive, KCNK3 inh inactive, Dyrk1A ADPGlo 13.9, TRPC4 agonist inactive, hERG protect -5.6, KCNK9 block inactive, Platelet DG rel 17.2, KCNQ1 pot inactive, KCNQ1 inh inactive and TRPC4 inh inactive.
For Cc1ccc(S(=O)(=O)Nc2cccc(-c3ccc(N4CCCCCC4)nn3)c2)cc1 the results were TRPC4 PAM inactive, PolyA inh inactive, KCNK3 inh inactive, TRPC4 agonist inactive, hERG protect -6.7, KCNK9 block inactive, Platelet DG rel -12.2, KCNQ1 pot inactive, KCNQ1 inh inactive and TRPC4 inh inactive.
Screening O=C(NC1CC1)C1=NOC(CNc2ncc(C(F)(F)F)cc2Cl)C1 (stereo unspecified) returned TRPC4 PAM inactive, PolyA inh inactive, KCNK3 inh inactive, Dyrk1A ADPGlo 2.3, TRPC4 agonist inactive, hERG protect -7.3, KCNK9 block inactive, Platelet DG rel -8.4, KCNQ1 pot inactive, KCNQ1 inh inactive and TRPC4 inh inactive.
Screening O=C(Nc1ccc2oc(=O)ccc2c1)c1cccnc1 returned TRPC4 PAM inactive, PolyA inh inactive, KCNK3 inh inactive, Dyrk1A ADPGlo 9.9, TRPC4 agonist inactive, hERG protect -5.1, KCNK9 block inactive, Platelet DG rel 3.2, KCNQ1 pot inactive, KCNQ1 inh inactive and TRPC4 inh inactive.
CCCCC(=O)Nc1nnc(C2=COCCO2)o1 was read as TRPC4 PAM inactive, PolyA inh inactive, KCNK3 inh inactive, TRPC4 agonist inactive, hERG protect -6.2, KCNK9 block inactive, Platelet DG rel 1.3, KCNQ1 pot inactive, KCNQ1 inh inactive and TRPC4 inh inactive.
`O=C1c2ccccc2NC(c2cccc(Cl)c2)N1N=C1CCCCCC1` (stereo unspecified) gave TRPC4 PAM inactive, PolyA inh inactive, KCNK3 inh inactive, Dyrk1A ADPGlo -1.9, TRPC4 agonist inactive, hERG protect -3.0, KCNK9 block inactive, Platelet DG rel 0.8, KCNQ1 pot inactive, KCNQ1 inh inactive and TRPC4 inh inactive.
COc1ccc(NS(=O)(=O)c2cc(NC(=O)c3ccncc3)ccc2N2CCOCC2)cc1 was read as TRPC4 PAM inactive, PolyA inh inactive, KCNK3 inh inactive, Dyrk1A ADPGlo -4.9, TRPC4 agonist inactive, hERG protect -5.1, KCNK9 block inactive, Platelet DG rel -5.9, KCNQ1 pot inactive, KCNQ1 inh inactive and TRPC4 inh inactive.
Screening O=[N+]([O-])c1ccccc1S(=O)(=O)NCc1cccnc1 returned TRPC4 PAM inactive, PolyA inh inactive, KCNK3 inh inactive, Dyrk1A ADPGlo 2.0, TRPC4 agonist inactive, hERG protect -8.0, KCNK9 block inactive, Platelet DG rel -3.0, KCNQ1 pot inactive, KCNQ1 inh inactive and TRPC4 inh inactive.

Some of the compounds tested; count on the stated rates, not on these rows.
